# High-throughput results: PubChem, several laboratories
# JMJD2C inh: inhibitors of human GASC-1 (JMJD2C) demethylase; AID 2099; inhibition, % at 2.35 µM; Q9H3R0; 330,000 compounds, 0.069% hits; GST-JMJD2C(1-420) H3K9me3 demethylation, DELFIA europium;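 active = more than half of a compound's replicate wells show inhibition beyond 50%, single wells judged on their own value; inconclusive = some, but no more than half, of replicates pass 50% inhibition; inactive = no replicate passes 50% inhibition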;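 note: signal counts dimethyl H3K9 product captured on neutravidin plate; 0% = median of DMSO wells and 100% = 0.3 times that DMSO median; strong numbers were not always called active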
# Target sequence (Q9H3R0 1-420 limits assumed): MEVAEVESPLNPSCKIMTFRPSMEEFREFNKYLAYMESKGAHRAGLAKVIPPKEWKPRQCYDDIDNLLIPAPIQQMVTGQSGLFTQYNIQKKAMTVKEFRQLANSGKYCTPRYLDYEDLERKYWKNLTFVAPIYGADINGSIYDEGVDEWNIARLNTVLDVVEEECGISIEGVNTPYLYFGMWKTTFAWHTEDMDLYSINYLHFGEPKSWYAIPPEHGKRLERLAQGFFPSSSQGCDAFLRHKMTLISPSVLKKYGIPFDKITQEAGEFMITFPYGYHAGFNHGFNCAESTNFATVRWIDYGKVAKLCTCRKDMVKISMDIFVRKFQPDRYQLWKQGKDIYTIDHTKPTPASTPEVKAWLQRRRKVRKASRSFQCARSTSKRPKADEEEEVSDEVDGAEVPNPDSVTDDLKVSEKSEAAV
# proCasp3 act: activates human procaspase-3. P42574. recombinant procaspase-3 D3A, Ac-DEVD-pNA absorbance 405 nm. activation, % at 8.5 µM. 330,000 compounds, 0.11% hits;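 active = activation above the mean of all tested compounds plus 3 SD, cut at about 21% in these data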;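 note: 0% = DMSO alone and 100% = DMSO wells spiked with extra 5 µM PC-3 D3A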
# Target sequence (P42574 whole entry D9A/D28A/D175A): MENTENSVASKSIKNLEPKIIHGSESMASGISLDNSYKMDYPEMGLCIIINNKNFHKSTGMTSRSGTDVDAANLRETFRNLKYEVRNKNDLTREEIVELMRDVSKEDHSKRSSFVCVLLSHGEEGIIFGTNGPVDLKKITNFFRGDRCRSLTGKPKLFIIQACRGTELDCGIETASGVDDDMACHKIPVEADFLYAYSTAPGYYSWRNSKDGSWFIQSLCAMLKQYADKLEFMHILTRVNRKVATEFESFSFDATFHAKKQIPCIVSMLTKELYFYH
#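 Test system: Procaspase-3 D3A mutant; medium: Zinc-free HEPES/NaCl buffer with 0.01% Triton X-100 at pH 7.4; reagent: DEVD-pNA substrate; doses: one concentration, 8.5 µM nominal, 0.8% DMSO; times: 1 h preincubation plus 2 h reaction at 25 °C; signal: Epi-absorbance at 405 nm of released p-nitroaniline, 0 and 120 min; replicates: singlicate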
# HCV core dimer: blocks dimerization of HCV core protein | inhibition, % at 5 µM | 300,000 compounds, 0.33% hits | TR-FRET GST/Flag-core106 dimerization, 1536-well;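 active = inhibition above the mean of all tested compounds plus 3 SD, set per screening campaign, cut at about 45% in these data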
#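 Test system: GST/Flag-tagged HCV core106 proteins; Medium: KF-containing HEPES buffer, pH 7.45, DTT, CHAPS, BSA; Times: compound-protein-antibody incubation 4 h at 22.5 °C; Detection: TR-FRET 671 and 617 nm emission; Benchmarks: wells lacking GST-core106 and wells with excess unlabelled core106.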
# PP1 counter: blocks human PP1-alpha phosphatase, a PP5 counter-screen; P62136; purified PP1alpha, OMFP fluorescence; inhibition, % at 6.7 µM; 320,000 compounds, 0.9% hits;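 active = inhibition above the mean inhibition of all tested compounds plus 3 SD, computed separately for each screening campaign, cut at about 15% in these data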
# CTSL1 counter: counter-screen for PFM18AAP inhibitors: inhibitors of F. hepatica cathepsin L1. inhibition, % at 5.96 µM. AID 1906. recombinant F. hepatica cathepsin L1, Z-Leu-Arg-MCA fluorescence. 300,000 compounds, 0.49% hits;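 active = inhibition above the mean of all tested compounds plus 3 SD, set per screening campaign, cut at about 17% in these data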;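 note: 0% = plate median of test compound wells and 100% = 1 µM Z-Phe-Ala-diazomethylketone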
# VLA-4 inh: inhibition in a human VLA-4 binding assay; P13612; VLA-4 expressing cells, ligand binding flow cytometry; inhibition, % (about 7 µM as worked out from the volumes in the protocol); 330,000 compounds, 0.2% hits; in the data active = inhibition above about 50%
# PP5 primary: inhibitors of human protein phosphatase 5 (PP5); inhibition, % at 6.7 µM; P53041; 320,000 compounds, 0.18% hits; AID 1987; purified PP5c, OMFP substrate fluorescence;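 active = inhibition above the campaign's mean inhibition across all tested compounds plus 3 SD, cut at about 9.5% in these data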;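 note: 0% = DMSO only and 100% = 100 µM cantharidin control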
# procasp7 counter: counter-screen for procaspase-3 activators: activators of human procaspase-7 | recombinant procaspase-7, Ac-DEVD-pNA absorbance 405 nm; D23A/D198A/D206A triple mutant, cannot self-cleave; scale: DMSO 0, 5 µM enzyme 100 | activation, % at 8.5 µM | P55210 | 330,000 compounds, 0.093% hits;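 active = percent activation above the screen-wide mean plus 3 SD, cut at about 25% in these data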
# Target sequence (P55210 whole entry D23A/D198A/D206A): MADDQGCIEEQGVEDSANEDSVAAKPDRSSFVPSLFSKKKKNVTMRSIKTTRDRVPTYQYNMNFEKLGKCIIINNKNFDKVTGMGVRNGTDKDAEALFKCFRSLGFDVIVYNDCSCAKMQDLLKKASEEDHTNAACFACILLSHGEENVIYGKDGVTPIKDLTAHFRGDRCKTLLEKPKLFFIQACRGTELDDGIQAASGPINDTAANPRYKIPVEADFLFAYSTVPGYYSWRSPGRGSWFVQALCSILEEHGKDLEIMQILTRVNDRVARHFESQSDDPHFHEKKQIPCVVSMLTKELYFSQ
#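 Replicates: singlicate. Assay system: Procaspase-7 triple mutant (PC-7 D3A). Signal: 405 nm absorbance of p-nitroaniline. Times: 1 h preincubation, 2 h reaction. Buffer or medium: Zinc-free HEPES pH 7.4 with 300 mM NaCl, 0.01% Triton X-100. Also added: DEVD-pNA substrate. Benchmarks: DMSO wells as 0%, DMSO with 5 µM added PC-7 as 100%.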
# GRK2 aptamer HTS: inhibitors of human GRK2 displacing RNA aptamer | P25098 | bead flow cytometry, FAM-aptamer displacement from GRK2 | inhibition of aptamer binding, % at 10 µM | 330,000 compounds, 0.59% hits | AID 488847;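 active = inhibition of aptamer binding above 40%, roughly 3 SD of noise, on plates passing a quality check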;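 note: median bead fluorescence of bound FAM aptamer so fluorescent compounds give negative values; no value below 0 was filed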
# Numbers without * were called inactive; ? = inconclusive; nt = not tested or not shown.
SMILES,JMJD2C inh,proCasp3 act,HCV core dimer,PP1 counter,CTSL1 counter,VLA-4 inh,PP5 primary,procasp7 counter,GRK2 aptamer HTS
COC(=O)c1cccc(N2C(=O)C3C4C=CC(CC4)C3C2=O)c1 (configuration not stated),1,-5,1,-2,-2,3,-2.3,9,0
Cc1ccc(NS(=O)(=O)c2ccc(C(=O)NCCCN3CCOCC3)cc2)cc1,1,2,1,-5,6,4,7.8,8,0
Cc1occc1C(=O)N1CCCC(N2CCN(c3cccc(Cl)c3)CC2)C1 (configuration not stated),0,6,-8,0,-1,2,0.2,5,3
CS(=O)(=O)N(CC(=O)Nc1ccc(S(=O)(=O)N2CCOCC2)cc1)c1ccccc1Br,0,0,6,1,-1,11,3.7,9,2
O=C1NCCc2cc3c(cc21)OCO3,13,8,-4,-13,-3,-1,2.6,-7,4
COc1ccc2sc(-c3ccccc3OC)c(C#Cc3cncn3C)c2c1,nt,2,nt,nt,nt,-12,nt,5,0
COc1cc(C)c(S(=O)(=O)N2CCOCC2)cc1C,4,13,-13,2,-1,-9,2.6,-5,0
CCn1cc(CN2CCC(n3nccc3NC(=O)c3ccccc3C)CC2)c(C)n1,1,-2,-6,0,8,8,-0.2,0,0
COc1cc(SC)ccc1C(=O)OCC(=O)NC1CCCC1,-5,-3,-4,-2,0,-2,-1.5,5,1
COC(=O)c1ccc(NC(=O)CS(=O)(=O)Cc2ccccc2)cc1,4,-5,2,0,0,4,0.2,16,1
O=C(CSCc1c(Cl)cccc1Cl)Nc1ccc2c(c1)OCCO2,-1,-5,1,4,4,7,4.2,1,5
CCCc1cn(S(=O)(=O)c2ccc(OC)cc2OC)nc1N,-2,7,3,2,-1,1,-0.5,6,0
CCCCn1c(SCC(=O)NC2CC(C)(C)NC(C)(C)C2)nc2cc(S(N)(=O)=O)ccc21,-18,2,-3,-7,4,-3,2.8,10,0
Cc1ccc(CN2CCc3[nH]c(=O)[nH]c(=O)c3C2)cc1,7,1,16,-15,-5,0,-1.8,-1,15
Cc1ccc(NC(=O)CCNS(=O)(=O)c2ccc3c(c2)CCC(=O)N3)c(Br)c1,32,3,1,-5,-5,4,-0.6,4,0
CCOc1ccccc1NC(=O)CCn1ccnc1,0,2,10,-3,0,6,-1.6,10,0
CCC(C)(C)NC(=O)CN(Cc1ccc(F)cc1)C(=O)CCC(=O)Nc1ccccn1,-22,-2,-2,-4,8,-1,0.1,9,0
Cc1ccc(-n2nc3c(N4CCC(C(=O)NCc5cccc(F)c5)CC4)nnc(C)c3c2C)cc1,-8,2,16,10,0,-5,1.1,3,0
CCOc1nc(NC(=O)NC(=O)c2ccccc2)nc(-c2ccccc2)n1,9,0,8,-3,0,7,2.8,11,1
CCOCC(=O)Nc1cc(C(=O)Nc2ccccc2)ccc1Cl,11,9,2,0,3,-1,1.5,10,4
O=C1CCc2cc(S(=O)(=O)NC(Cc3ccccc3)C(=O)NCC3CCCO3)ccc2N1 (configuration not stated),-3,-2,-3,-6,5,3,4.4,-6,0
O=[N+]([O-])c1ccc(OC/C=C2\Oc3ccc([N+](=O)[O-])cc3C2N2CCOCC2)cc1 (configuration not stated),-5,-2,9,1,2,-6,1.0,10,1
CC1(C)CCCC(C)(C)N1CC(O)COCCOc1ccc(Br)cc1 (configuration not stated),-5,0,2,0,-3,12,0.7,3,0
C=CCNC(=O)c1ccc(C)c(Br)c1,8,4,-1,3,-2,-3,1.7,7,0
COc1cccc(/C=N/Nc2ncnc3c2[nH]c2ccc(C)cc23)c1OC,-2,3,49*,7,-2,2,1.5,0,0
Cc1cc(C)c(S(=O)(=O)N(C)CC(=O)N2CCCCC2)c(C)c1,1,-1,-4,2,-5,1,1.0,11,0
CN1C/C(=C/c2cccs2)C(=O)/C(=C\c2cccs2)C1,23,-4,6,3,2,7,0.5,-5,0
Cc1ccccc1CSCC(=O)N1CCN(c2ccccc2)CC1,-9,-3,1,-1,-3,-8,1.6,0,0
CCOC(=O)c1ccc(-c2ccc3c(=O)c4ccccc4n(C)c3c2)cc1F,3,3,12,9,1,6,3.0,-2,0
O=C(O)/C=C/C(=O)Nc1ccc(O)cc1,-3,-15,1,1,-3,4,2.7,-30,2
CCN(CC)CCn1c2c(c(SCC(=O)Nc3ccc(C(C)C)cc3)nc1=O)CCCC2,4,0,-3,-1,-2,1,1.3,5,0
Cc1cc(C)nc(N2CCC(C(=O)NC3CCCCCC3)CC2)n1,22,6,-5,-6,-3,-8,2.1,12,0
COc1cc2cc(C(=O)N[C@@H](Cc3ccccc3)C(=O)O)n(C)c2c(OC)c1OC,-3,-3,2,-2,-4,9,-0.3,0,4
COc1ccc(NC(=O)CN(C)C(C)C(=O)N2CCCCC2)cc1 (configuration not stated),0,-8,0,2,-3,0,-0.8,16,2
COc1cccc(NC(=S)Nc2ccc(O)cc2)c1,-4,-22,-8,0,0,9,1.9,-26,2
O=c1oc2ccc(C#CC3(O)CCCCC3)cc2cc1-n1cc(C2(O)CCCCC2)nn1,-9,7,nt,-2,nt,5,-0.2,-3,3
S=c1nc[nH]c2c1[nH]c1ccc(Cl)cc12,3,0,33,-3,1,-5,0.2,-4,0
CCCS(=O)(=O)c1ccc(COC(=O)Cc2ccc([N+](=O)[O-])cc2)cc1,?,5,5,0,-4,3,4.2,-9,0
COc1cc(/C=C2\CCCc3c2nc2ccccc2c3C(=O)O)cc(Cl)c1O,4,-6,-15,-1,3,8,2.6,0,0
Cc1ccc(S(=O)(=O)NNC(=S)NC(C)(C)C)cc1,-8,9,-4,-5,-5,-2,3.0,-5,0

# Entries listed above printed as active in HCV core dimer:
mol | JMJD2C inh | proCasp3 act | HCV core dimer | VLA-4 inh | PP5 primary | GRK2 aptamer HTS
COc1cccc(/C=N/Nc2ncnc3c2[nH]c2ccc(C)cc23)c1OC | -2 | 3 | 49* | 2 | 1.5 | 0

# Later entries.
SMILES,JMJD2C inh,proCasp3 act,HCV core dimer,PP1 counter,CTSL1 counter,VLA-4 inh,PP5 primary,procasp7 counter,GRK2 aptamer HTS
COc1ccc(C)cc1Nc1n[n+](-c2ccccc2)c(-c2cc(OC)c(OC)cc2Br)s1,-4,-17,-18,14,-3,-45,3.3,-28,4
Cc1ccc(C2CCN(C(=O)Nc3ccccc3)C2)cc1 (configuration not stated),-5,3,0,1,2,1,0.4,0,2
CC(Sc1nnc(N)s1)C(=O)Nc1ccc2c(c1)OCCO2 (configuration not stated),-6,2,2,-3,-1,5,-1.5,-1,2
CCN1CCN(CC(=O)Nc2cc(C(F)(F)F)ccc2OCCOC)CC1,-1,-2,-2,13,-45,-7,-2.7,-11,3
O=C1C2CCCN2C(=O)N1CCCN1CCN(c2cccc(Br)c2)CC1 (configuration not stated),6,-4,-1,-1,-4,11,-0.5,1,1
CCN(CC)C(=O)C1CCCN(c2ccc([N+](=O)[O-])cc2/C=N/NC(=O)c2cccc(Br)c2)C1 (configuration not stated),10,-4,36,17*,1,-4,4.1,-3,0
OCCSc1nc(-c2ccccc2)nc2c1CCC2,7,4,-2,-1,9,7,-0.9,5,2
O=C(NNC(=O)c1ccc(-c2ccccc2)cc1)Nc1ccc(F)cc1F,-7,-2,9,9,1,-4,-1.7,0,0
COC(=O)c1c(C(=O)OC)c2ccccn2c1C(=O)c1ccccc1,-21,-4,5,-5,-1,9,-0.2,-3,1
O=C(COC(=O)C1CCCCC1)Nc1ccc(S(=O)(=O)N2CCOCC2)cc1,-5,8,-3,3,6,8,-1.0,1,0
Cc1ccc(S(=O)(=O)N2CCCCC2)cc1NC(=O)[C@@H]1CCCN1C(=O)c1cccs1,1,9,nt,-4,nt,2,-0.9,2,4
O=C(COc1ccc(S(=O)(=O)NC2CCCCC2)cc1Cl)NCc1ccc2c(c1)OCO2,-8,-1,4,-3,0,-7,1.2,8,0
N#CCSc1nnc(CNc2ccc(F)cc2)o1,1,11,-1,2,-2,13,-0.4,-2,2
Nc1ncc(Br)cc1S(=O)(=O)NCCC(=O)NCc1ccc(F)cc1,1,9,-34,-11,3,7,0.9,1,1
CCN(C(=O)COC(=O)CCS(=O)(=O)c1ccc(C)cc1)C1CCS(=O)(=O)C1 (configuration not stated),0,2,-4,-3,-60,6,-1.4,5,6
COc1ccc(-n2nnnc2Sc2ccc(S(=O)(=O)N3CCOCC3)cn2)cc1,4,-17,0,0,1,2,-0.9,-21,2
COC(CNC(=O)c1cc(C)nn1-c1ccccc1)OC,6,5,-1,2,1,34,0.5,1,1
O=C(NCc1ccccn1)C(=O)NCC1OCCN1S(=O)(=O)c1ccc([N+](=O)[O-])cc1 (configuration not stated),1,4,2,-1,1,24,1.9,-4,1
C/C(CC(=O)NC12CC3CC(CC(C3)C1)C2)=N\NC(=O)Cc1cccs1,12,-2,-73,5,-2,0,-3.1,4,2
COc1ccc(CNC(=O)N[C@@H](Cc2c[nH]c3ccccc23)C(=O)O)cc1,-11,8,10,-2,-1,7,-0.6,4,0
CCCOc1ccc(C(F)(F)F)cc1NC(=O)C1CC(=O)N(Cc2ccco2)C1 (configuration not stated),2,5,nt,-6,nt,9,2.0,-11,2
CCN(CCO)c1ncnc2c1sc1nc(CC(C)C)c3c(c12)CC(C)(C)OC3,-15,-5,-6,-1,8,-20,3.5,5,0
CCN(CC)c1ccc(NC(=O)c2cccc(C)c2OC)c(C)c1,-1,-15,-9,-4,-1,18,5.0,0,1
CC(=O)C1=C(C)NC(=O)NC1c1cccc(O)c1 (configuration not stated),-9,-3,-1,-3,1,-3,-1.6,-3,0
O=C(NCC1CCCO1)c1cccc(Oc2ccc([N+](=O)[O-])cc2)c1 (configuration not stated),-28,2,-3,7,-1,4,2.0,-5,1
O=C(NNC(=S)NC(=O)c1ccccc1Cl)c1cccc([N+](=O)[O-])c1,12,-1,4,3,2,-11,-0.1,-9,3
CCN(CC)S(=O)(=O)c1cccc(NC(=O)CNc2cccc(S(=O)(=O)N3CCOCC3)c2)c1,2,-1,0,-4,-4,3,1.2,9,4
CCc1ccc(-c2nc(CN3CCC(C(=O)N4CCN(c5ccccc5)CC4)CC3)c(C)o2)cc1,1,-1,-1,3,1,11,5.1,0,0
Cc1ccc(-n2c(Cl)c(Cl)nc(Cl)c2=O)cc1,4,-16,3,-1,-2,-87,0.6,-12,2

# Three entries drawn at random from those above, as already listed:
SMILES,JMJD2C inh,proCasp3 act,HCV core dimer,PP1 counter,CTSL1 counter,VLA-4 inh,PP5 primary,procasp7 counter,GRK2 aptamer HTS
Cc1ccc(-n2c(Cl)c(Cl)nc(Cl)c2=O)cc1,4,-16,3,-1,-2,-87,0.6,-12,2
CCN(CC)S(=O)(=O)c1cccc(NC(=O)CNc2cccc(S(=O)(=O)N3CCOCC3)c2)c1,2,-1,0,-4,-4,3,1.2,9,4
O=C(NNC(=S)NC(=O)c1ccccc1Cl)c1cccc([N+](=O)[O-])c1,12,-1,4,3,2,-11,-0.1,-9,3
